Compound activity deposited in PubChem by several laboratories.
CHT inh = inhibits the human high affinity choline transporter; hit rate 0.86% among 310,000; Q9GZV3; CHT-expressing cells, membrane potential dye, choline response; stronger effect = lower value; B-score at 10 µM;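 active = B-score over 3 SD under the library average, and starting fluorescence ratio not unusually high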;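 also: choline stimulus applied at its EC90 after an EC20 pre-addition; B-score computed on integrated fluorescence ratio after choline addition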
Target sequence (Q9GZV3 whole entry, looked up): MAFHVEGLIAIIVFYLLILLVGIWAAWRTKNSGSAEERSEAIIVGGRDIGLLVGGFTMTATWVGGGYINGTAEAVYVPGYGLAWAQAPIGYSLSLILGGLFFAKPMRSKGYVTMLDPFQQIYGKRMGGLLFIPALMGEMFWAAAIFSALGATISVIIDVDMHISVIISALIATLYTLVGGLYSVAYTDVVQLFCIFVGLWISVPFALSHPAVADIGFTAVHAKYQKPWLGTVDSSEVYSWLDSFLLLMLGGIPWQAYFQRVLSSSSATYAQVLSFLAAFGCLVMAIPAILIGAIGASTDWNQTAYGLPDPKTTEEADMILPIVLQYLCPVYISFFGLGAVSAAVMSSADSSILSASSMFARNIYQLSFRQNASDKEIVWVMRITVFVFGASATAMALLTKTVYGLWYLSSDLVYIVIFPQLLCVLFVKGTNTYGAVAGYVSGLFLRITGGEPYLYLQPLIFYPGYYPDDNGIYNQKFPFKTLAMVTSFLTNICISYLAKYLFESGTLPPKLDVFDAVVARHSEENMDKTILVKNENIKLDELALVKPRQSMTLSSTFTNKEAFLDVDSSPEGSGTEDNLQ
STK33 kinase inh = human STK33 kinase inhibition. Q9BYT3. purified STK33, MBP phosphorylation, ADP-Glo luminescence. inhibition, % at 10 µM. hit rate 0.073% among 320,000;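 active = inhibition at or above 25%, using the most active replicate where run in duplicate; inactive = inhibition below 25%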
Target sequence (Q9BYT3 whole entry, looked up): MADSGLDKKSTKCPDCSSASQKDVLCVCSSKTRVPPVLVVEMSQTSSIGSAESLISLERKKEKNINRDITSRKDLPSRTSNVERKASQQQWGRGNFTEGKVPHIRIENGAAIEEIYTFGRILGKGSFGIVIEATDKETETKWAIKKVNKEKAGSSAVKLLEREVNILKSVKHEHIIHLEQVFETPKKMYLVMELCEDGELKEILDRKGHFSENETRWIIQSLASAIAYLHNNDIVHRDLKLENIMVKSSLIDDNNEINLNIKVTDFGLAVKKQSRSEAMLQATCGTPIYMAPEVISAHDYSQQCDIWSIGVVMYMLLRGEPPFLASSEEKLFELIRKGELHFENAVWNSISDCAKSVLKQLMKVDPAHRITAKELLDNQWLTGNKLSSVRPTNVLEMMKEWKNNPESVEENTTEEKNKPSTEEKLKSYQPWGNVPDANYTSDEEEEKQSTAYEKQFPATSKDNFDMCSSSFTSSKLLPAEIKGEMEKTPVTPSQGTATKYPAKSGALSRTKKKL
CHT PAM = allosterically activates the human high affinity choline transporter; B-score at 10 µM; CHT-expressing cells, membrane potential dye, choline EC20; stronger effect = higher value; LV-AA mutant CHT in HEK293 cells; Q9GZV3; hit rate 0.49% among 310,000;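 active = initial fluorescence not abnormally high and integrated response B-score, plate-corrected, over 3 SD above library mean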
* = called active by the depositor.

Screening O=C(Nc1cccc(S(=O)(=O)Nc2ccccc2Cl)c1)c1ccc(Cl)nc1 returned CHT inh inactive, STK33 kinase inh -2.4 and CHT PAM inactive.
O=c1c2ccccc2nc2n1C1(CCCCC1)Cc1ccccc1-2 was read as CHT inh inactive, STK33 kinase inh -2.4 and CHT PAM inactive.
Nc1cc(N)nc(SCc2ccc(Cl)cc2)n1 was read as CHT inh inactive, STK33 kinase inh -1.2 and CHT PAM inactive.
`CCCC(CCC)C(=O)Nc1c[nH]c(=O)[nH]c1=O` gave CHT inh inactive, STK33 kinase inh -1.0 and CHT PAM inactive.
O=C(O)c1ccc(Cl)c(S(=O)(=O)N(Cc2ccccc2)c2ccc(Cl)cc2)c1 was read as CHT inh inactive, STK33 kinase inh 1.1 and CHT PAM inactive.
Cc1[nH]nc2nc3c(c(OC(=O)c4ccccc4)c12)c(=O)n(C)c(=O)n3C was read as CHT inh inactive, STK33 kinase inh -0.9 and CHT PAM inactive.
Screening O=C(NCc1ccccc1)N1CCOCC1 returned CHT inh inactive, STK33 kinase inh 0.3 and CHT PAM inactive.
CCc1ccc(NC(=O)C2CCCN(S(=O)(=O)c3cccs3)C2)cc1 (stereo not given) was read as CHT inh inactive, STK33 kinase inh 0.1 and CHT PAM inactive.
`c1ccc(OCCSc2nc3ccccc3o2)cc1` gave CHT inh inactive, STK33 kinase inh -1.0 and CHT PAM inactive.
`COc1ccc(/C=N/N2CCN(c3ccc(Cl)cc3)CC2)cc1` gave CHT inh inactive, STK33 kinase inh 0.4 and CHT PAM inactive.
For CCSc1cc(N2CCOCC2)nc(-c2ccc(Cl)cc2)n1 the results were CHT inh inactive, STK33 kinase inh -1.5 and CHT PAM inactive.
`Cc1cc(C(=O)NCc2cccs2)nn1C` gave CHT inh inactive, STK33 kinase inh 0.1 and CHT PAM inactive.
COC(=O)c1ccccc1NC(=O)c1ccc(COc2ccc3c(c2)CCC3)cc1 was read as CHT inh inactive, STK33 kinase inh -0.9 and CHT PAM inactive.
`Cc1cc2[nH]ncc2cc1NC(=S)NC(=O)c1ccccc1` gave CHT inh inactive, STK33 kinase inh 1.0 and CHT PAM inactive.
CCOc1ccccc1CN1CCNC(=O)C1CC(=O)NC1CCCCC1 (stereo not given) was read as CHT inh inactive, STK33 kinase inh 0.1 and CHT PAM inactive.
`COc1ccc(C(=O)Nc2ccc(S(=O)(=O)N3CCOCC3)cc2)cc1` gave CHT inh inactive, STK33 kinase inh -1.4 and CHT PAM inactive.
Screening COc1ccccc1NS(=O)(=O)c1cc(NC(=S)NCC2CCCO2)ccc1C (stereo not given) returned CHT inh inactive, STK33 kinase inh 0.4 and CHT PAM inactive.
Screening COC(=O)c1nc2ccc(N3CCOCC3)cc2c(C)c1C(=O)OC returned CHT inh -5.66*, STK33 kinase inh 0.3 and CHT PAM inactive.
`COc1ccc(S(=O)(=O)N(CC(=O)NCc2ccco2)c2ccc(C)cc2)cc1OC` gave CHT inh inactive, STK33 kinase inh -0.5 and CHT PAM inactive.
For Cc1cc(N2CCN(c3ccccc3)CC2)nc(-c2ccccc2O)n1 the results were CHT inh inactive, STK33 kinase inh 0.7 and CHT PAM inactive.

Overlap with the part before: three entries, then new ones.
Screening COC(=O)c1nc2ccc(N3CCOCC3)cc2c(C)c1C(=O)OC returned CHT inh -5.66*, STK33 kinase inh 0.3 and CHT PAM inactive.
`COc1ccc(S(=O)(=O)N(CC(=O)NCc2ccco2)c2ccc(C)cc2)cc1OC` gave CHT inh inactive, STK33 kinase inh -0.5 and CHT PAM inactive.
For Cc1cc(N2CCN(c3ccccc3)CC2)nc(-c2ccccc2O)n1 the results were CHT inh inactive, STK33 kinase inh 0.7 and CHT PAM inactive.
CSc1nc2oc3c(c2c2nncn12)CC(C)(C)SC3 was read as CHT inh inactive, STK33 kinase inh -2.1 and CHT PAM inactive.
Screening COc1cc([N+](=O)[O-])ccc1NC(=O)NCC1CCN(Cc2ccc(Cl)cc2)CC1 returned CHT inh inactive, STK33 kinase inh 2.5 and CHT PAM inactive.
For CN(C)c1ccc(N2C(=NC(=O)CCC3CCCC3)SC3CS(=O)(=O)CC32)cc1 (stereo not given) the results were CHT inh inactive, STK33 kinase inh -0.7 and CHT PAM inactive.
CCn1c(=NC(=O)CSC(C)=O)sc2cc(OC)ccc21 was read as CHT inh inactive, STK33 kinase inh 1.8 and CHT PAM inactive.
`C=C(C)CSc1nnc([C@H](CCSC)NC(=O)OC(C)(C)C)o1` gave CHT inh inactive, STK33 kinase inh -0.5 and CHT PAM inactive.
COc1ccc(-c2nc(Cn3c(SCc4ccc(F)cc4)nc4ccncc43)c(C)o2)cc1OC was read as CHT inh inactive, STK33 kinase inh -0.1 and CHT PAM inactive.
`COc1ccc(NC(=O)CSc2nc(N)c3cc4c(nc3n2)CCCC4)cc1` gave CHT inh inactive, STK33 kinase inh 0.4 and CHT PAM inactive.
Screening O=C(COc1ccccc1)N1CCN(S(=O)(=O)Cc2ccccc2)CC1 returned CHT inh inactive, STK33 kinase inh -0.5 and CHT PAM inactive.
`O=C(NCCc1ccccc1Cl)C1CCC(=O)N(C2CCCCCC2)C1` (stereo not given) gave CHT inh inactive, STK33 kinase inh 0.3 and CHT PAM inactive.
CC1(c2ccncc2)Nc2ccccc2-c2nc3ccccc3n21 (stereo not given) was read as CHT inh inactive, STK33 kinase inh 0.4 and CHT PAM inactive.
COc1ccc(C2=NOC(CN3C(=O)c4ccccc4S3(=O)=O)C2)cc1 (stereo not given) was read as CHT inh inactive, STK33 kinase inh 0.9 and CHT PAM inactive.
Screening Cc1ccc(CN2C(=O)c3ccccc3C2C(=O)NCc2cccnc2)cc1 (stereo not given) returned CHT inh inactive, STK33 kinase inh -1.4 and CHT PAM inactive.
`O=C1CC(C(=O)NC2CCCCC2)C(c2ccccc2)O1` (stereo not given) gave CHT inh inactive, STK33 kinase inh -0.5 and CHT PAM inactive.
Screening Cc1ccc(-c2nn(CC(=O)NCC3CCCO3)c(=O)c3ccccc23)cc1 (stereo not given) returned CHT inh inactive, STK33 kinase inh -0.9 and CHT PAM inactive.
CCOC(=O)C1(Cc2cccc(F)c2)CCN(C(=O)c2cnccn2)CC1 was read as CHT inh inactive, STK33 kinase inh -0.3 and CHT PAM inactive.
For Cc1c(CCO)c(=O)[nH]n1S(=O)(=O)c1ccc(F)cc1 the results were CHT inh inactive, STK33 kinase inh -0.4 and CHT PAM inactive.
Cc1cccc(NC(=O)c2cc([N+](=O)[O-])ccc2N2CCCCC2)n1 was read as CHT inh inactive, STK33 kinase inh -2.6 and CHT PAM inactive.
O=S(=O)(NCc1ccc2c(c1)OCO2)c1cnc[nH]1 was read as CHT inh inactive, STK33 kinase inh -0.5 and CHT PAM inactive.
`Cn1c(=O)c2c(ncn2CC(=O)OCC(=O)c2ccc(F)c(F)c2)n(C)c1=O` gave CHT inh inactive, STK33 kinase inh -0.6 and CHT PAM inactive.
`CCC(=O)NS(=O)(=O)c1cccnc1Nc1ccc(Cl)cc1` gave CHT inh inactive, STK33 kinase inh 0.3 and CHT PAM inactive.
Screening CCCn1cc(CN2CCC(Oc3ccc(C(=O)N4CCCC4)cc3)CC2)c(C)n1 returned CHT inh inactive, STK33 kinase inh -1.3 and CHT PAM inactive.
Screening CCN(CC)C(=O)C1CCCN(C(=O)c2cc(COc3ccc4ncccc4c3)on2)C1 (stereo not given) returned CHT inh inactive, STK33 kinase inh 0.4 and CHT PAM inactive.
For CC(C)c1onc(C(=O)Nc2ccc3c(c2)OCO3)c1[N+](=O)[O-] the results were CHT inh inactive, STK33 kinase inh -0.2 and CHT PAM inactive.
Screening COc1cc2c(cc1OC)C(c1ccc(-c3ccc(Cl)c(Cl)c3)o1)=NCC2 returned CHT inh inactive, STK33 kinase inh 0.2 and CHT PAM inactive.
COC(=O)c1nn(C23CC4CC(CC(C4)C2)C3)c2c1C(=O)N(c1ccc(Br)cc1)C2=O was read as CHT inh inactive, STK33 kinase inh -1.5 and CHT PAM inactive.
For O=S(=O)(Nc1cccc(-c2nc3cccnc3s2)c1)c1ccc2c(c1)CCCC2 the results were CHT inh inactive, STK33 kinase inh 1.6 and CHT PAM inactive.
`Cc1cccc(/C=C/c2onc(C)c2S(=O)(=O)N2CCC(C(=O)N3CCCCC3)CC2)c1` gave CHT inh inactive, STK33 kinase inh 0.8 and CHT PAM inactive.
Cc1ccc(-n2[nH]c(C)c(/C=N/Nc3ccc([N+](=O)[O-])cc3[N+](=O)[O-])c2=O)cc1 was read as CHT inh inactive and CHT PAM inactive.
`CCn1c(=O)n(CC)c2cc(NS(=O)(=O)c3ccccc3)ccc21` gave CHT inh inactive, STK33 kinase inh 2.0 and CHT PAM inactive.
For COCCN1Cc2cccc(C(=O)NCC3CCN(CC(C)C)C3)c2C1=O (stereo not given) the results were CHT inh inactive and CHT PAM inactive.
Screening COc1ccccc1S(=O)(=O)Cc1ccc(C(=O)NC2CCCCCC2)o1 returned CHT inh inactive, STK33 kinase inh 0.1 and CHT PAM inactive.
For CC(C)CCNC(=O)COc1cccc2c1OC(C)(C)C2 the results were CHT inh inactive, STK33 kinase inh -0.1 and CHT PAM inactive.
`COc1cc2c(cc1OC)C(Nn1cnnc1)=NC1(CCCC1)C2` gave CHT inh inactive, STK33 kinase inh -0.7 and CHT PAM inactive.
Screening CCOc1ccc(Cl)cc1S(=O)(=O)n1cnc2cc(C)c(C)cc21 returned CHT inh inactive, STK33 kinase inh 0.0 and CHT PAM inactive.
`COC(=O)Cn1c(O)c(N=NC(=O)OC)c2ccccc21` gave CHT inh inactive, STK33 kinase inh 3.1 and CHT PAM inactive.
For O=C(CSc1nc2ccccc2c(=O)n1-c1ccccc1)N/N=C/C=C/c1ccccc1[N+](=O)[O-] the results were CHT inh inactive and CHT PAM inactive.
COCCNc1cnn(-c2ccccc2)c(=O)c1Cl was read as CHT inh inactive, STK33 kinase inh 0.0 and CHT PAM inactive.
Cc1c(C(=O)O)nn(-c2ccccc2)c(=O)c1C#N was read as CHT inh inactive, STK33 kinase inh 0.2 and CHT PAM inactive.
CSCC[C@H](NC(=O)OC(C)(C)C)c1nnc(SCC(=O)Nc2c(C)cccc2C)o1 was read as CHT inh inactive, STK33 kinase inh 0.0 and CHT PAM inactive.
CCN(CC)CCNc1nc(-c2ccccc2)c2c(c1C#N)CC(C)(C)OC2 was read as CHT inh inactive, STK33 kinase inh 1.5 and CHT PAM inactive.

Two entries picked at random from the list so far:
COC(=O)c1nn(C23CC4CC(CC(C4)C2)C3)c2c1C(=O)N(c1ccc(Br)cc1)C2=O was read as CHT inh inactive, STK33 kinase inh -1.5 and CHT PAM inactive.
Cc1c(C(=O)O)nn(-c2ccccc2)c(=O)c1C#N was read as CHT inh inactive, STK33 kinase inh 0.2 and CHT PAM inactive.

(more compounds)
For Cc1ccc(NC(=O)C2CCCN(S(=O)(=O)c3ccc4[nH]c(=O)ccc4c3)C2)c(C)c1 (stereo not given) the results were CHT inh inactive and CHT PAM inactive.
Screening CN1C(=O)/C(=C2\SC(=S)N(C(CCC(=O)O)C(=O)O)C2=O)c2ccccc21 (stereo not given) returned CHT inh inactive, STK33 kinase inh -0.9 and CHT PAM inactive.
For CC(C)(C)NC(=O)C1N(c2cccnc2)C(=O)C2C(C(=O)Nc3ccccc3F)C3(C)C=CC21O3 (stereo not given) the results were CHT inh inactive, STK33 kinase inh -0.8 and CHT PAM inactive.
Cc1ccc(C(=O)N2CCCC(C(=O)c3cc(F)ccc3F)C2)s1 (stereo not given) was read as CHT inh inactive, STK33 kinase inh -1.6 and CHT PAM inactive.
O=C(OCc1nnc(-c2ccccc2)o1)c1cc2ccccc2cc1O was read as CHT inh inactive, STK33 kinase inh 10.0 and CHT PAM inactive.
For O=C(CSc1nc2ccccc2c(=O)n1-c1ccccc1)N1CCN(CCO)CC1 the results were CHT inh inactive, STK33 kinase inh -1.1 and CHT PAM inactive.
For COc1ccc(Cn2nnnc2C(c2cc3cccc(C)c3[nH]c2=O)N2CCN(C)CC2)cc1 (stereo not given) the results were CHT inh inactive, STK33 kinase inh -0.5 and CHT PAM inactive.
`Cc1cc(NC(=O)c2ccc(-c3ccc(F)c(Cl)c3)o2)no1` gave CHT inh inactive, STK33 kinase inh -0.2 and CHT PAM inactive.
Screening CCOC(=O)N1CCN(S(=O)(=O)c2ccc(C(=O)Nc3sc4c(c3C(N)=O)CCN(CC)C4)cc2)CC1 returned CHT inh inactive, STK33 kinase inh -1.0 and CHT PAM inactive.
Oc1ccc(/C=N/NC(=S)NCC2CCCO2)cc1 (stereo not given) was read as CHT inh inactive, STK33 kinase inh -0.1 and CHT PAM inactive.
`OC12CCCCC1C(c1ccc3c(c1)OCO3)N(Cc1ccccc1F)CC2` (stereo not given) gave CHT inh inactive, STK33 kinase inh -0.8 and CHT PAM inactive.
For Cc1cc(NS(=O)(=O)c2ccc(NC(=O)CCCOc3cccc(C)c3C)cc2)no1 the results were CHT inh inactive, STK33 kinase inh -0.4 and CHT PAM inactive.
`O=C(O)CN1CCN(Cc2ccc(Cl)cc2)C1=O` gave CHT inh inactive, STK33 kinase inh -2.4 and CHT PAM inactive.
CC(C)Cn1c2nc3ccccc3nc2c2c(=O)n(CCN3CCOCC3)cnc21 was read as CHT inh inactive, STK33 kinase inh 1.5 and CHT PAM inactive.
For Cc1c(NS(=O)(=O)N2CCCCC2)c(=O)n(-c2ccccc2)n1C the results were CHT inh inactive, STK33 kinase inh -0.4 and CHT PAM inactive.
Screening O=C(NC(=S)Nc1ccccc1N1CCCC1)c1ccccc1[N+](=O)[O-] returned CHT inh inactive, STK33 kinase inh -0.2 and CHT PAM inactive.
CCCCC(=O)Nc1ccc(C(=O)NN2C(=O)c3ccccc3C2=O)cc1 was read as CHT inh inactive, STK33 kinase inh -1.3 and CHT PAM inactive.
Screening CC(C)CCn1c(SCC(=O)NC2CCS(=O)(=O)C2)nc2cc(Cl)ccc2c1=O (stereo not given) returned CHT inh inactive, STK33 kinase inh 0.5 and CHT PAM inactive.
